MCF10A rereplic = induces DNA re-replication in MCF 10a normal breast cells; MCF 10A DNA re-replication, Hoechst nuclear intensity, 48 h; Potency, µM (series often up to 46.1 µM), for the others: at the top dose activity, positive = re-replication, actives largely listed as activators; 350,000 tested, 2.9% active; AID 624296; further: potency means the concentration at half of the fitted maximal effect; % of control where 0% means no effect; nearly all actives have a fitted effect of over 50% in size
Nrf2 ARE act = Nrf2 pathway activation. AREc32 ARE-luciferase reporter (MCF7-derived line), luminescence, 24 h. 410,000 tested, 0.31% active. Potency, µM (top dose mostly 46.1 µM), without a hit: at the top dose activation, actives largely listed as activators. AID 624171; further: potency means the concentration at half of the fitted maximal effect; % of control where 0% means no effect; nearly all actives have a fitted effect of over 65% in size
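AREc32_Fluc, 1000 cells/well, OPTI-MEM + 5% FBS, o/n 37 deg C 5% CO2; 23 nL cpd by pin tool, 24 hr; Steady-Glo 30 min RT, luminescence.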
HepG2 tox = kills HepG2 cells in TGF-b inhibitor counter-screen. 410,000 tested, 0.76% active. HepG2 CAGA-GFP viability, ATP luminescence, 18 h. Potency, µM (highest dose often 46.1 µM), for the others: at the top dose activity change, negative = cytotoxicity, most hits filed as cytotoxic. AID 588856; further: potency means the concentration at half of the fitted maximal effect; some results filed as inactive show a strong effect at the top dose
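CellTiter-Glo luminescence gave cytotoxicity after 18 hours at 37 degrees C. The cells were HepG2 CAGA-GFP in 1% FBS DMEM, stimulated with 500 pg/mL TGF-beta after compound addition. %Activity was normalised to no-cell wells (complete cell-killing) and DMSO (no toxicity), and curves were fitted and classified.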
IL1B secr inh = inhibitors of inflammasome signaling (IL-1 beta secretion); activity change, % at 57.5 µM; THP-1 LPS/ATP IL-1B secretion, AlphaLISA, 16 h; active compounds read low; 360,000 tested, 4.7% active; in the data active means activity change below about -50%; inconclusive means mostly about -30% to -49%; further: on the % scale 0 is the no-effect control and ±100 the full control effect
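THP-1 cells pretreated 1 hr with compounds (up to 57.5 uM final), then stimulated with LPS (250 ng/mL final) plus ATP (1.25 mM final); secreted IL-1B measured by AlphaLISA after 16 hr, decreased signal indicating inhibition.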
ATXN viability = reduces viability in counter-screen for ATXN expression inhibitors; S2 cells (HEK-293 line with an ATXN2-luciferase reporter) viability, CellTiter-Fluor protease fluorescence, 24 h; Potency, µM (titrated, usually from 56.7 µM), hits mostly cytotoxic; 400,000 tested, 0.49% active; further: potency means the concentration at half of the fitted maximal effect; nearly all actives have a fitted effect of over 40% in size
TGFb SMAD3 inh = inhibitors of TGF-b signaling | HepG2 CAGA-GFP TGF-b/SMAD3 reporter, GFP fluorescence, 18 h; TGF-beta stimulated, 500 pg/mL final | Potency, µM (doses to about 46.1 µM), for inactives: at the highest dose activity, negative = inhibition, usual class: inhibitors | 410,000 tested, 1.2% active | AID 588855; further: potency means the concentration at half of the fitted maximal effect; on the % scale 0 is the no-effect control and ±100 the full control effect; nearly all actives have a fitted effect of over 65% in size
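GFP signal (ex488/em500-530) from TGF-beta-stimulated HEPG2 CAGA-GFP cells, 500 pg/mL final, 18 h at 37 degrees C in DMEM plus 1% FBS, normalized to unstimulated and DMSO-stimulated controls.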
A549 viability = counter-screen for Nrf2 inhibitors: cytotoxicity in A549 cells. A549 ARE-Fluc cells, CellTiter-Fluor viability, 18-24 h. Potency, µM (series often up to 46 µM), inactives show top-dose activity change, negative = cytotoxicity, usual class: inhibitors. 390,000 tested, 0.16% active. AID 504648; further: potency means the concentration at half of the fitted maximal effect; on the % scale 0 is the no-effect control and ±100 the full control effect
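A549 ARE_Fluc cells in 5% FBS OPTI-MEM were exposed to compounds in concentration-response for 18-24 h at 37 deg C. Viability was read by CellTiter-Fluor fluorescence (Ex 405/Em 525) after 30 min, before the luciferase read.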
ATXN2 expr inh = ATXN2 expression inhibition; HEK-293 ATXN2-luciferase reporter, luminescence, 24 h; Potency, µM (series often up to 57 µM), inactives show at the top dose activity change, negative = inhibition, usual class: inhibitors; 360,000 tested, 0.72% active; AID 1745845; further: potency means the concentration at half of the fitted maximal effect; on the % scale 0 is the no-effect control and ±100 the full control effect; nearly all actives have a fitted effect of over 55% in size
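ATXN2-luciferase reporter cells (luciferase flanked by upstream and downstream ATXN2 gene portions) were treated 24 h at 37 °C with compounds at up to 57 uM. SteadyGlo luminescence gave expression; GF-AFC fluorescence gave viability.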
Nrf2 inh = Nrf2 pathway inhibition; A549 ARE-Fluc reporter, luciferase luminescence, 18-24 h; Potency, µM (top dose mostly 46 µM), for inactives: at the top dose activity change, negative = inhibition, usual class: inhibitors; 360,000 tested, 2.1% active; AID 504444; further: potency means the concentration at half of the fitted maximal effect; on the % scale 0 is the no-effect control and ±100 the full control effect; nearly all actives have a fitted effect of over 60% in size
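A549 ARE_Fluc cells (5000/well, 5% FBS OPTI-MEM) pre-incubated 2 h, then treated with compounds 18-24 h at 37C/5% CO2 in concentration-response. CellTiter-Fluor viability read first; BugLite luciferase luminescence after 15 min at room temperature gives Nrf2 activity.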
* marks the source's active call; other numbers are inactive results; i = inactive; ? = inconclusive; nt = not tested or not shown; [ ] = another dose, or the depositor's remark. Unless noted, the call rests on the fitted dose curve; in most records, active means well fitted curve in the direction sought with a large enough effect; inconclusive means small, poorly fitted or top-dose-only effect, or another doubt; inactive means no such curve, though single readings can be large; an effect the other way counts as inactive or inconclusive.

SMILES	MCF10A rereplic	Nrf2 ARE act	HepG2 tox	IL1B secr inh	ATXN viability	TGFb SMAD3 inh	A549 viability	ATXN2 expr inh	Nrf2 inh
COc1cccc(CNC(=O)c2cc3c(=O)oc4ccc(C)cc4c3s2)c1	nt	-0.3%	7%	nt	i	-10%	1%	13%	3%
CCC(C)NCC(=O)Nc1ccc([N+](=O)[O-])cc1C(=O)Nc1ccccc1F (stereo unspecified)	?	1.7%	-22%	0	i	-14%	-1%	-1%	-24%
CCN(Cc1ccccc1)S(=O)(=O)c1ccc(C(=O)N(CCCN(C)C)c2nc3c(F)cccc3s2)cc1	?	-0.2%	-24%	-77*	i	-27%	?	-16%	-9%
COC(=O)c1c(NC(C)=O)sc(C(=O)Nc2ccccc2C)c1C	-4%	-0.5%	5%	11	i	17%	3%	20%	4%
O=c1c2ccccc2ncn1CCc1ccncc1	-1%	2.6%	5%	-6	i	-4%	-5%	7%	9%
COCC(C)n1c(C)cc(C(=O)CSc2ccc(NC(C)=O)cc2)c1C (stereo unspecified)	7%	0.0%	-8%	-20	i	-15%	-1%	41%[activator]	nt
O=C(COC(=O)COc1ccccc1[N+](=O)[O-])Nc1ccc2c(c1)OCO2	2%	-0.7%	4%	-9	i	4%	-4%	0%	1%
CC(C)(C)OC(=O)N1CCC(Cc2cc(-c3ccccc3)no2)(C(=O)O)CC1	-11%	0.4%	0%	26	i	3%	1%	12%	-4%
Cc1ccccc1NC(=O)/C(=C/c1ccco1)c1ccccc1	-4%	22%	4%	-11	i	?	7%	1%	-10%
O=C(NCCc1ccccc1)C1CCC(=O)N(Cc2ccc(Cl)cc2)C1 (stereo unspecified)	8%	-1.5%	-5%	14	i	?	-4%	7%	14%
COc1cc2c(=O)n(CCC(=O)NCC3CCCO3)c(=O)n(CC(=O)Nc3c(C)cccc3C)c2cc1OC (stereo unspecified)	nt	-1.1%	-10%	nt	i	-11%	1%	15%	1%[9.27 µM]
O=C(NC(=O)N1CCSCC1)c1c(Cl)cccc1Cl	4%	-0.8%	6%	-5	i	-6%	-2%	2%	-10%
Cc1ccccc1C(=O)Nc1cccc(C(=O)Nc2ccccc2C(=O)O)c1	4%	0.5%	2%	14	?	0%	2%	nt	2%
O=C(Nc1cc(C(F)(F)F)ccc1N1CCCCC1)c1cccc([N+](=O)[O-])c1	?	7.4%	-24%	-2	i	-9%	23%	-15%	4%
Cc1cccc(N=C2CCCC2C(=O)Nc2cccc(C)c2C)c1C (stereo unspecified)	2%	-0.5%	7%	-7	i	-2%	0%	-1%	10%
Cc1cccc(OCC(=O)Nc2ccccc2F)c1	0%	0.1%	2%	-13	i	-1%	2%	34%	?
O=C(c1cccs1)N1CCC(c2nc(-c3ccc(S(=O)(=O)N4CCOCC4)cc3)no2)CC1	17%	-0.8%	-9%	-7	i	-1%	0%	-12%	nt
CSCCC(=O)N1CCCC(CNC(=O)c2ccc(-c3ccccc3)cc2)C1 (stereo unspecified)	-1%	5.6%	-17%	16	i	-25%	-1%	nt	?
CCOC(=O)[C@]12CCCC=C1N(Cc1ccc(Cl)cc1Cl)C(=O)[C@H](CC(=O)N1CCCC1)C2	nt	0.3%	nt	0	?	nt	nt	-19%	nt
CCOC(=O)c1cnn(-c2ncnc3sc4c(c23)CCC4)c1N	-9%	5.1%	-40%	33	i	6%	22%	6%	10%
NNC(=O)c1ccccc1CO	11%	3.6%	-43%	3	i	1%	9%	10%	14%
Cn1c(C(=O)OC(C(=O)NC(C)(C)C)c2cccnc2)cc2sccc21 (stereo unspecified)	-44%[inhibitor]	-0.5%	0%	-22	i	30%	-4%	14%	0%
Cc1ccc(-c2cc(-c3ccccc3)nc(N/N=C/c3cccnc3)n2)cc1	9.2µM*	5.1%	-12%	-18	i	?	?	-26%	?
CCOC(=O)c1csc(NC(=O)CN2CCCCC2)n1	0%	-0.8%	4%	24	i	0%	-1%	0%	-8%
O=C(Cn1cnc2cc([N+](=O)[O-])ccc2c1=O)Nc1ccc2c(c1)CCC2	5%	-0.8%	81%	14	i	35%[activator]	1%	1%	nt
Cc1nn(-c2ccccc2)c2c1c(C)c(CCC(=O)N1CCOCC1)c(=O)n2C	?	0.0%	-15%	-15	i	10%	-6%	-12%	?
CCOC(=O)C1CCN(C(=O)c2cccc(S(=O)(=O)Nc3ccc(C)cc3C)c2)CC1	2%	-0.5%	-26%	-23	i	-6%	-1%	?	-12%
COc1cc2cc(CCCOC(=O)c3cccc(Br)c3)oc(=O)c2cc1OC	2%	0.5%	-34%	7	i	-1%	14%	7%	0%
COc1ccc(NC(=O)c2cc(-c3ccccc3F)no2)cc1	nt	0.9%	2%	nt	i	-1%	-2%	9%	14%
S=C(NCCNC(=S)Nc1ccccc1Cl)Nc1ccccc1Cl	7%	-0.1%	-12%	?	i	-25%	7%	-15%	-23%
COc1ccc2[nH]c3c(NCCC4=CCCCC4)ncnc3c2c1	21µM*	-0.5%	-114%	-105*	?	?	?	?	?
O=C(O)C1c2ccccc2Cc2ccccc21	nt	-0.6%	-3%	18	i	3%	nt	nt	nt
Cc1cccc(NCc2nc3ccccc3n2C)c1	-8%	3.8%	-22%	5	i	25%	3%	71%[activator]	?
COC(=O)c1c(C)[nH]c(C)c1C(C)=O	-3%	2.7%	14%	nt	i	11%	0%	-16%	8%
Cc1ccc(CNC(=O)Cc2ccc(-n3cccc3)cc2)cc1	5.8µM*	-0.4%	-4%	-13	i	-22%	-1%	3%	7%
CCC(=O)Nc1c2c(nn1-c1cccc(Cl)c1)CSC2	-1%	-0.7%	-21%	3	i	?	-3%	-4%	?
CCCC1Cc2nc(N3CCCCC3)c(C#N)cc2CO1 (stereo unspecified)	17%	-0.9%	-21%	-6	i	-1%	-6%	2%	nt
Cc1nc(-c2nc(-c3c(C(=O)NN)noc3C)cs2)cs1	-1%	2.4%	-3%	1	i	0%	0%	7%	?
COc1cccc(CNC(=O)CCc2c(C)nc3c(c(C)nn3-c3ccc(C)c(C)c3)c2C)c1	nt	-1.2%	-17%	nt	i	-3%	3%	5%	-27%
CS(=O)(=O)c1ccc2nc(NC(=O)CS(=O)(=O)c3ccc(Cl)cc3)sc2c1	nt	-0.2%	-5%	nt	nt	0%	11%	nt	nt
COCCCn1cc(C(=O)c2cc(Br)ccc2O)cc(C#N)c1=O	?	2.4%	-1%	38	i	5%	0%	-9%	4%
COc1cccc2cc(-c3nc(-c4ccccc4)c(C)s3)c(=O)oc12	nt	nt	-2%	nt	nt	3%	-4%	nt	4%
Cn1c(/C=C/c2ccccc2)nc2ccccc2c1=O	?	11µM*	-19%	-2	i	-1%	1%	53%[activator]	?
O=C(CSc1nc2c(oc3ccccc32)c(=O)n1-c1ccccc1)Nc1ccc(F)c(Cl)c1	nt	4.4%	6%	nt	i	?	-8%	1%	-11%
Cc1nc(SCc2cccc(Oc3ccccc3)c2)n[nH]1	2%	3.2%	-34%	25	i	-14%	-5%	46%[activator]	11%
Cc1ccc(Cl)cc1NC(=O)c1csnn1	nt	11%	0%	nt	i	8%	14%	4%	5%
COC(=O)C1=C(CS(=O)(=O)c2ccccc2)NC(=O)NC1c1ccc(O)cc1 (stereo unspecified)	5%	-0.3%	-1%	-8	i	0%	-1%	5%	10%
COc1cccc(NC(=O)N2CCCC2C(=O)NC2CCCCC2)c1 (stereo unspecified)	-4%	0.1%	-4%	37	i	0%	-1%	3%	3%
O=S(=O)(NCC1CCCO1)c1ccc(Cl)nc1 (stereo unspecified)	0%	-0.2%	-22%	0	i	-3%	-8%	5%	-3%
Cc1ccc(SC[C@H](Cc2ccccc2)N2CCN(CCc3ccccc3)CCC2=O)cc1	-25%	0.4%	-46%	-17	i	-19%	-18%	0%	?
COc1ccc(S(=O)(=O)CCc2nnc(NC(=O)c3ccc(F)cc3)s2)cc1	-1%	-0.6%	-59%	18	?	-2%	-4%	?	-6%
Cc1ccc(C(=O)OC(C)C(=O)Nc2ccc(Cl)cn2)s1 (stereo unspecified)	9%	27%	3%	-5	i	-3%	0%	6%	7%
N#CCc1nn(-c2ccccc2)c(N)c1C#N	-3%	0.1%	1%	2	i	8%	-5%	9%	7%
COc1ccccc1-c1nnc(SCC(=O)Nc2ccccc2)o1	23%	4.2%	-15%	0	i	12%	-1%	24%	7%
CCOC(=O)C(=CNc1cc(C)ccn1)C(=O)OCC	-4%	3.7%	-39%	19	i	-3%	9%	2%	-1%
O=C(NC1CCCC1)c1csc2c1CCCC2	15%	4.2%	-5%	-30	i	-9%	-3%	18%	24%
CCc1cc(Cn2nc(-c3ccccc3)cc2C(=O)NCc2ccccc2OC)on1	4%	0.8%	1%	?	i	?	-3%	7%	-27%
N#CCCN(C(=S)NC(=O)C1CCCCC1)c1ccccc1F	-30%	-0.1%	1%	-5	i	19%	-3%	1%	0%
O=C(NNC(=O)c1cc(-c2cccc(Br)c2)nc2ccccc12)c1csc(N2CCOCC2)n1	16%	7.3%	0%	-3	i	-14%	2%	-6%	?

Single values from the results shown:
For Nrf2 ARE act, COc1cccc(NC(=O)N2CCCC2C(=O)NC2CCCCC2)c1 (stereo unspecified) has the entry 0.1%
For HepG2 tox, O=C(NC1CCCC1)c1csc2c1CCCC2 has the entry -5%

Screens: PubChem, National Center for Advancing Translational Sciences (NCATS)

The order is random. About 8.8% of those tested had a hit in this group.
